Source: PubChem BioAssay
proCasp3 act – activators of human procaspase-3 D3A mutant, primary screen, biochemical, absorbance, PC-3 D3A mutant, single concentration; 0.11% of 330,000 active; recombinant procaspase-3 D3A, Ac-DEVD-pNA absorbance 405 nm; AID 463141, 2010; activation, % at 8.5 µM;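 active = activation above the mean of all tested compounds plus 3 SD, cut at about 21% in these data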;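 note: 0% = DMSO alone and 100% = DMSO wells spiked with extra 5 µM PC-3 D3A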
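material = Procaspase-3 D3A mutant | probe or stimulus = Ac-DEVD-pNA | compound = single dose, 8.5 µM nominal compound, 0.8% DMSO | timing = 1 h preincubation, 2 h reaction | measured by = 405 nm absorbance of p-nitroaniline, reads at 0 and 120 min | benchmarks = DMSO-only low control, 5 µM PC-3 D3A high control | repeats = singlicate, each compound tested once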
Yeast superoxide – reduction of superoxide in aged yeast, primary screen, HTS | S. cerevisiae aged cells, superoxide DHE fluorescence; hits give low values | superoxide response (% of plate mean), % at 10 µM | 0.18% of 330,000 active;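 active = superoxide response under a set limit, about three screen SD below normal, cut at about 65% in these data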;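 note: yeast aged for seven days with compound at 30 °C before DHE staining; 100% = average MFI of all compound-treated wells on the plate with controls excluded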
AHR activator – AHR activators, primary screen, cell-based, luminescence, luciferase reporter, human. AHR-responsive luciferase reporter cells. activation, % at 5 µM. 2.5% of 320,000 active; in the data active = activation above about 47%;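 note: 0% = vehicle wells and 100% = reference agonist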
Target sequence (P35869 whole entry, looked up): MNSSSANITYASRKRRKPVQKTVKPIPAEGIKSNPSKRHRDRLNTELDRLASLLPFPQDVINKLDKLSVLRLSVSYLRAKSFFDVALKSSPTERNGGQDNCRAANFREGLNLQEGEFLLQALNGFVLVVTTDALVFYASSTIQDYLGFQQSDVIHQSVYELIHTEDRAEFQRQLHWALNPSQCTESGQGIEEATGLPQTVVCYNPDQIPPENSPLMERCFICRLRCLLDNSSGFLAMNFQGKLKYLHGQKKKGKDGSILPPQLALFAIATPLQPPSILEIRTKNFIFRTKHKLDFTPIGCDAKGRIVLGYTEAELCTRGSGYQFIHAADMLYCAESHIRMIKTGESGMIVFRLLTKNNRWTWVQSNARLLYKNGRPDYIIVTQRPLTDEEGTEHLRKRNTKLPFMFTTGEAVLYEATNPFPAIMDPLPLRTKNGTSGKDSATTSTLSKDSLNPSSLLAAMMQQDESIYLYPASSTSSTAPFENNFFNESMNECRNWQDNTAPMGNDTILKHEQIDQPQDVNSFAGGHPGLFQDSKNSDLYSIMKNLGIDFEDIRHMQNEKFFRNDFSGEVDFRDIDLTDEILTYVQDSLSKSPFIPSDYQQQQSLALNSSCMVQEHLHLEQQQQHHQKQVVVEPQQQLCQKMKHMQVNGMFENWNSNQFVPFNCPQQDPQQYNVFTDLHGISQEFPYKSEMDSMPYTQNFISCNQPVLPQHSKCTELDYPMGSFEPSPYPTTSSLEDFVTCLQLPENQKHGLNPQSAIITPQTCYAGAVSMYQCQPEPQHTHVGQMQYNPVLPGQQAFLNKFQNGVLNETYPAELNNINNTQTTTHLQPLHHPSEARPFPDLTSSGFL
proCasp7 act – procaspase-7 activators, primary screen, counter-screen for procaspase-3 activator project, biochemical, absorbance, HTS, human. Caspase-7 (Homo sapiens), P55210. recombinant procaspase-7, Ac-DEVD-pNA absorbance 405 nm; D23A/D198A/D206A triple mutant, cannot self-cleave; scale: DMSO 0, 5 µM enzyme 100. activation, % at 8.5 µM. 0.093% of 330,000 active. AID 463210, 2010;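 active = percent activation above the screen-wide mean plus 3 SD, cut at about 25% in these data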
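buffer or medium = Zinc-free HEPES/NaCl buffer, pH 7.4 | material = Procaspase-7 triple mutant (PC-7 D3A) | input = 2 µM procaspase-7 mutant as dispensed | signal = Epi-absorbance of released pNA at 405 nm, two timepoints | timing = 1 h preincubation, 2 h reaction | replicates = singlicate compound testing | evaluation = % activation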
The depositor's hits bear a star; . = no result given. Some of the compounds tested, so the mix of outcomes need not match the whole.

No.	compound	proCasp3 act	proCasp7 act
1	Cc1ccc(S(=O)(=O)N2C[C@@H]3[C@H]4CC[C@H](C4)[C@@H]3[C@@H](C)C2CC(=O)c2ccccc2)cc1 (some centres undefined)	6.5	-9.2
2	C=C1c2cccc(C(F)(F)F)c2O[C@H](C(=O)OCC)[C@H]1OC	-1.1	-0.9
3	CCN1C(=O)[C@H]2[C@H]3CN=C(SCc4ccc(C#N)cc4)N3[C@@](C)(C(=O)OC)[C@H]2C1=O	-1.1	-7.0
4	COc1ccccc1C1CC(=O)Oc2cc(O)ccc21 (centres undefined)	-7.0	-6.2
5	C[C@@H](NS(=O)(=O)c1ccc(Br)cc1F)[C@@H](O)c1ccccc1	4.2	0.8
6	CCCCCC1=C(C(=O)OC)C(C(=O)OCC)N(S(=O)(=O)C(F)(F)F)c2ccccc21 (centres undefined)	-0.1	8.8
7	CCOC(=O)C1=C(C)c2ccccc2OC1(C)C(=O)OCC (centres undefined)	-2.3	15.7
8	COc1ccc(C(C(=O)NC(C)(C)C)N(C[C@H]2CC[C@@H]([C@@H]3CC[C@H](CO)O3)O2)C(=O)c2ccccc2)cc1 (some centres undefined)	-6.6	-3.6

No.	AHR activator	Yeast superoxide
1	.	99.6
2	.	98.2
3	.	113.0
4	.	104.6
5	.	107.6
6	.	100.0
7	.	87.0
8	.	82.6

Next part
No.	compound	proCasp3 act	proCasp7 act
9	COc1ccc(C2CC(c3ccccc3F)=NN2c2ccc(S(N)(=O)=O)cc2)cc1 (centres undefined)	34.2*	35.5*
10	Cc1ccc(C(=O)NC(Cc2ccccc2C(F)(F)F)C(=O)O)cc1 (centres undefined)	-1.0	9.0
11	CC(C)CNS(=O)(=O)c1ccc(Br)cc1N1CCC[C@@H]1CO	7.5	6.6
12	COC(=O)[C@H](Cc1ccccc1)NC(=O)Cn1cnc(C(=O)Nc2ccc(C)c(C)c2)n1	2.5	7.3
13	CCC1C(=O)C[C@H]2CCN3C(=O)CCCC1C23 (some centres undefined)	0.6	-3.2
14	CCOC(=O)C1(C)Oc2ccccc2C(C(=O)OC)=C1C(=O)OC (centres undefined)	-4.5	-1.4
15	CC(C)=CCC/C(C)=C/CNC(=O)C[C@H]1C[C@H](C(=O)N2CCOCC2)[C@@]2(CCC3CCCC3)c3[nH]c4cc(CCC(=O)N(C)C)ccc4c3CCN2C1=O	6.4	1.1
16	CCN(CC)C(=O)[C@H]1C[C@H](CC(=O)NCCCn2ccnc2)C(=O)N2CCc3c([nH]c4ccc(Cl)cc34)[C@]12C	4.0	-14.5

No.	AHR activator	Yeast superoxide
9	.	107.5
10	.	100.6
11	.	92.9
12	.	94.4
13	.	93.6
14	.	91.9
15	.	90.3
16	.	87.7

Further results:
No.	compound	proCasp3 act	proCasp7 act
17	COC(=O)CCN(Cc1cc(OC)ccc1OC)S(=O)(=O)c1ccccc1Br	-3.4	6.2
18	CN[C@H](C)C(=O)NC[C@H]1O[C@@H](n2cnc3c(N)ncnc32)[C@H](O)[C@@H]1O	-3.4	9.5
19	CC(C)(C)NC(=O)C(c1ccc(-c2ccccc2)cc1)N(C[C@H]1CC[C@@H]([C@@H]2CC[C@H](CO)O2)O1)C(=O)c1ccc2ccccc2c1 (some centres undefined)	5.3	0.3
20	CCN1C(=O)[C@H]2[C@H]3CN=C(SCc4ccccc4)N3[C@@](CC)(C(=O)OC)[C@H]2C1=O	-9.5	-8.3
21	NS(=O)(=O)c1ccc(N2N=C(c3ccccc3)CC2c2ccccc2Br)cc1 (centres undefined)	26.1*	68.1*
22	O=C(Cn1cnc2c(NCc3ccccc3)ncnc21)NCc1nc2ccccc2[nH]1	-3.8	7.2
23	Cc1cc2c(c(C)c1Cl)C(c1ccc3c(c1)OCO3)CC(=O)O2 (centres undefined)	-4.8	-5.9
24	COc1ccccc1-c1noc(CCC(=O)N2CCN(c3cc(C)ccc3C)CC2)n1	-4.6	1.2

No.	AHR activator	Yeast superoxide
17	.	102.2
18	.	108.5
19	.	113.3
20	.	102.5
21	.	82.6
22	.	93.2
23	.	123.7
24	.	102.5

The results go on.
No.	compound	proCasp3 act	proCasp7 act
25	CCOC(=O)C1=C(C)c2ccccc2N(C(=O)OC)C1(C)C(=O)OCC (centres undefined)	0.4	0.4
26	COc1cccc(-c2sc3ccc(OC)cc3c2-c2ccc(OCCN3CCCCC3)cc2)c1	0.3	-1.5
27	O=C1c2ccccc2[C@@H]2C[C@@H](O)[C@H](Nc3cccc(C(F)(F)F)c3)CCN12	1.0	-0.6
28	Nc1ncnc2c1ncn2[C@@H]1O[C@H](CNC(=O)[C@@H](N)Cc2ccc(C(F)(F)F)cc2)[C@@H](O)[C@H]1O	-2.8	-2.2
29	Cc1cccc(C2=NN(c3ccc(Br)cc3)[C@@H](C(=O)N3CCOC3=O)[C@@H]2C)c1	-3.3	8.8
30	COc1ccc(CN2C[C@H]3CCCN3c3cc(Br)ccc3S2(=O)=O)cc1	-0.8	1.2
31	CCOC(=O)C1=CNS(=O)(=O)NC1c1ccc(C(F)(F)F)cc1 (centres undefined)	11.9	2.8
32	CCCCNS(=O)(=O)c1ccc(Br)cc1N1CCC[C@H]1CO	3.1	10.3

No.	AHR activator	Yeast superoxide
25	.	94.7
26	.	94.0
27	.	89.7
28	.	103.1
29	.	88.9
30	.	98.7
31	.	93.1
32	.	115.1

Shown tab-delimited: entries from further up.
entry	SMILES	proCasp3 act	proCasp7 act	AHR activator	Yeast superoxide
21	NS(=O)(=O)c1ccc(N2N=C(c3ccccc3)CC2c2ccccc2Br)cc1 (centres undefined)	26.1*	68.1*	.	82.6
17	COC(=O)CCN(Cc1cc(OC)ccc1OC)S(=O)(=O)c1ccccc1Br	-3.4	6.2	.	102.2
20	CCN1C(=O)[C@H]2[C@H]3CN=C(SCc4ccccc4)N3[C@@](CC)(C(=O)OC)[C@H]2C1=O	-9.5	-8.3	.	102.5
19	CC(C)(C)NC(=O)C(c1ccc(-c2ccccc2)cc1)N(C[C@H]1CC[C@@H]([C@@H]2CC[C@H](CO)O2)O1)C(=O)c1ccc2ccccc2c1 (some centres undefined)	5.3	0.3	.	113.3
32	CCCCNS(=O)(=O)c1ccc(Br)cc1N1CCC[C@H]1CO	3.1	10.3	.	115.1

Entries of single compounds, quoted from the list:
`O=C1c2ccccc2[C@@H]2C[C@@H](O)[C@H](Nc3cccc(C(F)(F)F)c3)CCN12` in the list: proCasp3 act = 1.0; proCasp7 act = -0.6; AHR activator = .; Yeast superoxide = 89.7
`COC(=O)[C@H](Cc1ccccc1)NC(=O)Cn1cnc(C(=O)Nc2ccc(C)c(C)c2)n1` in the list: proCasp3 act = 2.5; proCasp7 act = 7.3; AHR activator = .; Yeast superoxide = 94.4

Later entries.
No.	compound	proCasp3 act	proCasp7 act
33	CC[C@]1(C(=O)OC)[C@H]2C(=O)N(C)C(=O)[C@H]2[C@H]2CN=C(SCc3ccc(OC)cc3)N21	4.8	5.4
34	O=C(C[C@H]1C[C@H](C(=O)N2CCOCC2)[C@@]2(CCC3CCCC3)c3[nH]c4ccc(Cl)cc4c3CCN2C1=O)NCC12CC3CC(CC(C3)C1)C2	-2.3	-2.2
35	CN(C(=O)OC(C)(C)C)[C@H](Cc1ccccc1)C(=O)N[C@H]1CCCCNC1=O	-3.7	-2.3
36	C=C1c2ccccc2O[C@H](C(=O)OCC)[C@@H]1C1CCCCC1	-6.5	2.3
37	CCOC(=O)C1=CN(Cc2ccco2)S(=O)(=O)N(C)C1CC (centres undefined)	-10.0	-4.2
38	CN(C)C(=O)CCc1ccc2c3c([nH]c2c1)[C@]1(C)[C@@H](C(=O)N2CCCCC2)C[C@H](CC(=O)NC(C)(C)C)C(=O)N1CC3	4.0	-2.0
39	COC(=O)[C@H](C)N(Cc1ccc(Cl)c(Cl)c1)S(=O)(=O)CCNC1CCCC1	8.8	7.0
40	Cc1ccc(S(=O)(=O)N2C[C@@H]3CCCC[C@@H]3[C@@H](C)[C@H]2c2cn(Cc3ccccc3)c3ccccc23)cc1	-6.2	-3.1

No.	AHR activator	Yeast superoxide
33	.	96.0
34	.	108.8
35	.	94.5
36	.	93.5
37	.	98.5
38	.	104.4
39	.	105.1
40	.	98.4

Continued:
No.	compound	proCasp3 act	proCasp7 act
41	COc1cc2oc(=O)cc(-c3cccc(-c4ccc(C(F)(F)F)cc4)c3)c2c(OC)c1OC	1.3	2.7
42	Cc1ccccc1-c1ccccc1CN1[C@@H](C(C)C)COCCS1(=O)=O	0.7	4.9
43	Cc1cccc(C2=NN(c3ccc(Br)cc3)[C@@H](C(=O)N3CCOC3=O)[C@@H]2c2ccc([N+](=O)[O-])cc2)c1	2.1	2.3
44	COc1ccc2[nH]c3c(c2c1)CCN1C(=O)C(CC(=O)NCc2cccc(C(F)(F)F)c2)C[C@H](C(=O)N2CCCCC2)[C@@]31CCc1ccccc1 (some centres undefined)	-7.3	-10.2
45	CC(C)N(C(=O)[C@H]1C[C@H](CC(=O)NCc2cccc(C(F)(F)F)c2)C(=O)N2CCc3c([nH]c4cc(CCC(=O)N(C)C)ccc34)[C@]12C)C(C)C	3.7	9.2
46	CC[C@]12c3[nH]c4ccc(Cl)cc4c3CCN1C(=O)[C@@H](CC(=O)NCCCOC)C[C@@H]2C(=O)N1CCN(C(=O)C2CC2)CC1	-4.8	3.8
47	O=S1(=O)c2ccc(Br)cc2N2CCC[C@@H]2CN1Cc1ccccc1	4.0	7.0
48	CC(C)C(=O)N[C@@H]1c2ccccc2CC[C@@H]1O	-8.6	-1.8

No.	AHR activator	Yeast superoxide
41	.	102.8
42	.	99.3
43	.	112.2
44	.	116.0
45	.	103.9
46	.	91.8
47	.	109.9
48	.	106.9

The listing continues.
No.	compound	proCasp3 act	proCasp7 act
49	Nc1ncnc2c1ncn2[C@@H]1O[C@H](CNC(=O)[C@@H](N)C2CCCCC2)[C@@H](O)[C@H]1O	10.7	9.0
50	COC(=O)[C@H](Cc1ccccc1)NC(=O)Cn1cnc2c(NCc3ccccc3)ncnc21	6.5	3.4
51	CCOC(=O)C1=C(C)N(C[C@@H]2CC[C@@H](Cc3ccc(-c4ccccc4)cc3)O2)C(=O)NC1c1cccc([N+](=O)[O-])c1 (some centres undefined)	-3.4	-2.2
52	CC[C@]12c3[nH]c4ccc(Cl)cc4c3CCN1C(=O)[C@@H](CC(=O)NCCCN(C)C)C[C@@H]2C(=O)N1CCN(C(=O)C2CC2)CC1	10.2	6.8
53	COc1cc(NC(=O)Cn2cnc(C(=O)Nc3ccc(C)c(C)c3)n2)cc(OC)c1OC	-3.2	4.9
54	COc1cc2oc(=O)cc(-c3ccc(-c4ccc(C(F)(F)F)cc4)cc3)c2c(OC)c1OC	-5.1	6.7
55	C#CCN1C=C(C(=O)OCC)C(C)NS1(=O)=O (centres undefined)	-0.3	-1.2
56	COc1ccc(C2CC(=O)Oc3c(C(C)C)ccc(C)c32)cc1 (centres undefined)	4.2	5.1

No.	AHR activator	Yeast superoxide
49	.	103.5
50	.	100.4
51	.	100.4
52	.	116.8
53	.	93.4
54	.	121.6
55	.	97.5
56	.	109.8

Continued.
No.	compound	proCasp3 act	proCasp7 act
57	CCN(CC)C(=O)[C@H]1C[C@H](CC(=O)NC(C)(C)C)C(=O)N2CCc3c([nH]c4ccc(Cl)cc34)[C@]12C	-4.0	0.7
58	CC(Sc1nnc(Cc2ccccc2)n1C)C(=O)NC1CC1 (centres undefined)	8.6	-1.6
59	CCCCCCNC(=O)N[C@H](C(=O)NCCC[C@H]1CN2C(=NC[C@H]2C)N1CCC(c1ccccc1)c1ccccc1)C(C)O (some centres undefined)	-18.2	-10.7
60	CCO[C@H]1OC(C(=O)N2CCCCCCC2)=C[C@@H](c2ccccc2)[C@@H]1CCCO	0.5	4.3
61	C#CCOCCOCCOCCNc1nc(N2CCN(C(=O)C([C@@H](C)CC)n3cc(C(N)Cc4ccc(O)cc4)nn3)CC2)nc(N2CCN(C(=O)[C@H](CCC(=O)O)n3cc(C(N)CC(C)C)nn3)CC2)n1 (some centres undefined)	8.2	1.1
62	CCOC(=O)C(Cc1ccccc1)C(=O)c1ccco1 (centres undefined)	-4.1	-0.6

No.	AHR activator	Yeast superoxide
57	.	94.2
58	-0.3	.
59	8.3	.
60	-0.3	.
61	-0.9	.
62	-1.6	.
